# hgDAF12 agonist: agonists of H. glycines DAF-12 nuclear receptor; HEK293 GAL4-hgDAF12 UAS-luciferase reporter, agonist luminescence; normalized to butyrate control; activation, % at 6.8 µM; 370,000 tested, 1.8% active;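 active means activation above a cutoff set at the mean of all screened compounds plus 3 SD, cut at about 10% in these data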;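 further: 0% = DMSO wells and 100% = sodium butyrate wells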
# SMARCA2 activ: SMARCA2 function activation, primary screen | MG213 cells, MMTV-luciferase reporter, dexamethasone, overnight | activation, % at 9.1 µM | 370,000 tested, 1% active; in the data active means activation above about 7.8%;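 further: 0% = vehicle wells and 100% = reference activator wells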
# GC-A act: GC-A (human) enzyme activation | HEK293 GC-A cells, cGMP TR-FRET, EC30 ANP; 0% at EC30 ANP, 100% saturating ANP | activation, % at 10 µM | 370,000 tested, 0.14% active | AID 1671463; in the data active means activation above about 40%
# NPR2 activator: GC-B (human) receptor activation. HEK293-GC-B cells, CNP EC30, cGMP TR-FRET; 0% at EC30 CNP, 100% saturating CNP. 370,000 tested, 0.11% active. activation, % at 10 µM;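 active means activation at 10 µM reaching about 35% in either raw or pattern-adjusted values, limit read from the data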
# DAX1 inh-1: blocks DAX1 repression of SF-1 activated StAR promoter; HEK293T StAR-luciferase reporter, SF-1/DAX-1 repression relief; inhibition, % at 6.8 µM; 370,000 tested, 1.1% active; AID 652010;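 active means inhibition above the mean over all tested compounds plus 3 SD, cut at about 3.6% in these data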;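 further: 0% = DAX-1 cells with DMSO and 100% = cells lacking DAX-1 with DMSO; higher inhibition means more luminescence from relief of DAX-1 repression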
# GAA850 FXN act: increases GAA850 frataxin promoter reporter activity; HEK293 lucGAA850 FXN promoter luciferase reporter, 24 h; percent of 10 µM SAHA response; activation, % at 6 µM; 360,000 tested, 0.56% active;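 active means activation above the average of all compounds screened plus 3 SD, cutoff fixed separately per campaign, cut at about 7.5% in these data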;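 further: 0% = DMSO wells and 100% = 10 µM SAHA wells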
# DAX1 inh-2: inhibitors of human orphan nuclear receptor DAX1 (NR0B1) | HEK293 Gal4-DAX1 luciferase reporter, luminescence | AID 504766 | 340,000 tested, 0.99% active | P51843 | inhibition, % at 6.75 µM;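 active means inhibition above the mean over all tested compounds plus 3 SD, cut at about 4.2% in these data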;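 further: 0% = DAX1-transfected cells with DMSO and 100% = empty-vector control cells with DMSO; inhibition shows as a rise in luminescence from relieved DAX1 repression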
# Target sequence (P51843 207-470 limits assumed): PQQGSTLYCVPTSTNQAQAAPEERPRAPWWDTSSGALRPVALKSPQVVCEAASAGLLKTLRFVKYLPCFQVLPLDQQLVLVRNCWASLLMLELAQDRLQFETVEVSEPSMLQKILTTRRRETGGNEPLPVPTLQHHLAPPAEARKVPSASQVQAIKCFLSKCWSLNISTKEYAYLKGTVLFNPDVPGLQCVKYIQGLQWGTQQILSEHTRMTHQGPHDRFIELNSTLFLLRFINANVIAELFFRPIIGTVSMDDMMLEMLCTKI
# ssDAF12 agonist: S. stercoralis DAF-12 activation, primary screen. 370,000 tested, 1% active. HEK293 ssDAF-12/GRIP1 lit1-tk-luc reporter, luminescence; % of 3 µM dafachronic acid response. activation, % at 6.8 µM;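 active means activation above the mean over all tested compounds plus 3 SD, cut at about 0.9% in these data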;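 further: 0% = DMSO-only wells and 100% = 3 µM delta7-dafachronic acid wells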
# sPLA2-III inh: Inhibits HGIII-sPLA2 liposome hydrolysis, primary screen. QFRET BODIPY PC-A2 liposome hydrolysis, fluorescence. inhibition, % at 12.2 µM. 370,000 tested, 0.56% active. AID 743126;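 active means inhibition above mean plus 3 SD of compounds lying within the high and low control bounds, cut at about 19% in these data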;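 further: 0% = median of test compound wells and 100% = no enzyme DMSO wells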
# Target sequence (Q9NZ20 whole entry, looked up): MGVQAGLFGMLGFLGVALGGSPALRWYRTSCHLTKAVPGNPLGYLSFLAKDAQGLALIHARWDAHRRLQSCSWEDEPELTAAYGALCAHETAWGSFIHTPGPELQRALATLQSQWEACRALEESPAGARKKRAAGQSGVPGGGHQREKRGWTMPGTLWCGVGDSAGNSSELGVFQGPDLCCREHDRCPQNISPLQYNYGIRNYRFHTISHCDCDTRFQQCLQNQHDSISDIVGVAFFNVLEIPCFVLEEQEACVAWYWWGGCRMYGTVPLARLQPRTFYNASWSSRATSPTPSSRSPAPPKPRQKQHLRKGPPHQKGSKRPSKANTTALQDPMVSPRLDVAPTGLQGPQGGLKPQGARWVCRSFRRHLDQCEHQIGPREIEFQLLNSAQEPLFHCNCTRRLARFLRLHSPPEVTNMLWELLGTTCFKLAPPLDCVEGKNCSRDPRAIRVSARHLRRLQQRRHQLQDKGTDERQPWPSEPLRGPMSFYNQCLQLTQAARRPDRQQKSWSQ
# KLK7 zymogen act: activators of human kallikrein-7 zymogen; P49862; purified proKLK7, EDANS-DABCYL substrate fluorescence; 100% is mature enzyme control, 0% vehicle; activation, % at 7 µM; 370,000 tested, 0.9% active;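 active means activation above the mean of all tested compounds plus 3 SD, computed per campaign excluding outliers beyond control limits, cut at about 13% in these data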
# Target sequence (P49862 whole entry, looked up): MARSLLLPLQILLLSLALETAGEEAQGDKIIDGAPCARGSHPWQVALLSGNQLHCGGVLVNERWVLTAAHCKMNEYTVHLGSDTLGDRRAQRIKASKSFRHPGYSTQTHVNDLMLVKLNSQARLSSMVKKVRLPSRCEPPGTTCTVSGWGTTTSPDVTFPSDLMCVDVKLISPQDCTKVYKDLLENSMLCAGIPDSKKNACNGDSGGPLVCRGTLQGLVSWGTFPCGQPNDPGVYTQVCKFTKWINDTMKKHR
# hcDAF-12 act: activates DAF-12 receptor from parasite H. contortus. 370,000 tested, 1.4% active. AID 652067. HEK293 hcDAF-12 lit1-tk-luc reporter, luminescence; 0% DMSO, 100% Δ7-dafachronic acid. activation, % at 6.8 µM;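 active means activation above the mean of all tested compounds plus 3 SD, cut at about 5.5% in these data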;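 further: 100% = response to 3 µM Δ7-dafachronic acid high control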
# The depositor's hits bear a star; x = not tested or not shown.
SMILES,hgDAF12 agonist,SMARCA2 activ,GC-A act,NPR2 activator,DAX1 inh-1,GAA850 FXN act,DAX1 inh-2,ssDAF12 agonist,sPLA2-III inh,KLK7 zymogen act,hcDAF-12 act
Cc1ccc(S(=O)(=O)C(C#N)c2nc3ccccc3nc2N2CC(C)OC(C)C2)cc1C (stereo not given),-2.2,-3,2,-4,0.1,6.6,1.5,-1.3,-16,-0.2,-0.4
O=C(O)c1cnn2c(C(F)F)cc(C(F)F)nc12,-0.9,-3,1,7,0.6,-0.1,0.9,-0.7,-1,0.6,1.3
COCCN1C(=O)C(=O)/C(=C(/O)c2ccc(S(=O)(=O)N3CCOCC3)cc2)C1c1cccc(OC)c1 (stereo not given),-0.2,4,-3,2,-1.2,1.6,0.4,-1.6,-2,0.1,0.2
CCc1cc(CNC(=O)C2CCC(=O)N(CCc3cccc(F)c3)C2)on1 (stereo not given),0.8,7,0,1,0.6,1.1,0.0,-1.3,2,-0.6,-1.5
CCCCCC(=O)N1C[C@H](n2cc(C3CC3)nn2)[C@@H](O)C[C@@H]1c1ccc(C)cc1,-1.7,3,2,0,-0.1,0.5,2.2,-1.4,-3,0.4,-1.7
COc1cc(C)c(Cl)c(C)c1S(=O)(=O)NCc1ccc2c(c1)OCO2,1.1,0,-4,-8,1.0,0.1,-0.2,-0.6,-2,-0.1,-0.6
CCn1c(CNC(=O)c2cccc(C)c2)nnc1SCC(=O)N1CCOCC1,2.3,2,2,1,0.9,1.4,-0.3,-0.8,1,0.2,-0.9
Cc1cc(C)n(CCOc2ccc(Cl)cc2Cl)n1,0.4,1,5,4,-0.2,0.1,-0.4,-1.0,-4,-0.2,-3.1
CN(Cc1ccccc1)CC(O)COc1ccc(CNCCc2cccnc2)cc1 (stereo not given),-1.4,3,0,6,0.1,5.0,1.0,-1.4,-5,-0.1,0.2
CCOC(=O)/C=C1\NC(=O)C(C)S1 (stereo not given),-0.4,0,5,6,-0.2,-1.0,-1.9,-1.6,-5,-0.3,-1.3
Cc1ccc2nc(-c3ccccc3)cc(C(=O)N3CCN(S(=O)(=O)c4c(C)noc4C)CC3)c2c1,0.0,5,-2,-1,1.6,1.7,0.2,-0.8,2,-0.1,1.3
COc1ccc(N2CCN(C(=O)COC(=O)CNC(=O)c3ccc(C)cc3)CC2)cc1,2.6,-1,-3,-13,0.6,1.9,0.8,-0.6,-1,-0.6,-0.7
COCOCCn1cc(CN2CCS(=O)(=O)N(Cc3ccc(-c4ccncc4)cc3)C(C)C2=O)nn1 (stereo not given),-1.6,-2,2,-2,0.8,0.7,1.2,-1.2,1,0.4,-1.6
COCCn1c(=O)sc2ccccc2c1=O,0.5,-2,-2,0,0.6,1.3,-0.5,-1.8,2,0.1,-0.3
Cc1ccccc1NC(=S)NC(=O)c1cncc(Br)c1,-0.8,-3,2,-1,0.2,1.7,-0.2,-1.7,23*,0.0,-0.6
CCn1ncc(C(=O)Nc2cccc(Cl)c2)c1C,18*,2,6,-3,2.8,3.6,2.9,0.9*,19,0.2,5.3
COc1cccc(/C=N/NC(=O)CCn2c3ccccc3c3ccccc32)c1,4.6,0,-8,-10,0.1,-0.6,2.5,1.4*,-12,-0.4,0.6
COc1ccc2ccccc2c1CNC(=O)CC1C(=O)NCCN1CC(C)(C)C (stereo not given),0.0,-2,-14,-13,-0.3,0.8,2.5,-0.7,1,-0.1,1.1
COc1ccc(NC(=S)NC(=O)/C=C/c2ccccc2)cc1,-2.2,1,0,-8,-0.5,-0.4,-0.6,-1.6,-8,0.0,-1.6
COc1cccc(NC(=O)CN(C)CC(=O)NCC(=O)Nc2ccc(F)cc2)c1,-2.2,0,3,-1,-0.6,-0.1,-0.9,-0.5,2,-0.6,2.4
COc1ccc(OC)c(S(=O)(=O)N2C(C)CCCC2C)c1 (stereo not given),-1.7,1,-1,-1,-0.8,2.1,-0.2,-1.1,-1,0.9,-1.2
CCOCCCN(C)C1CCN(C(=O)c2oc3ccccc3c2NC(=O)c2ccc([N+](=O)[O-])cc2)CC1,1.4,4,-3,-7,-3.0,-0.3,1.1,-1.2,7,0.5,-0.7
CCN(CC)Cc1ccc(NC(=O)c2sc3cc(Cl)ccc3c2Cl)cc1,-1.5,2,5,4,0.9,-0.3,0.1,-0.6,-6,-0.3,-1.0
Cn1cc(/C=C/c2nc3ccccc3c(=O)n2-c2cccc([N+](=O)[O-])c2)c2ccccc21,-2.5,-4,0,2,-1.0,-1.4,1.1,-1.1,-1,-0.2,4.0
C[C@H]1CN([C@@H](C)CO)C(=O)CCCn2nncc2CO[C@@H]1CN(C)Cc1ccc(Cl)c(Cl)c1,1.5,-3,0,3,-0.4,-0.5,1.2,-1.4,0,2.2,1.9

# Additional compounds follow:
SMILES,hgDAF12 agonist,SMARCA2 activ,GC-A act,NPR2 activator,DAX1 inh-1,GAA850 FXN act,DAX1 inh-2,ssDAF12 agonist,sPLA2-III inh,KLK7 zymogen act,hcDAF-12 act
COc1cccc(-c2noc(CCC(=O)Nc3cccnc3)n2)c1,0.2,0,-1,-1,-0.1,-0.5,-1.0,-1.2,-5,0.0,-1.0
COC(=O)C(CCC(=O)CN1C(=O)c2ccccc2C1=O)N1C(=O)c2ccccc2C1=O (stereo not given),4.3,-2,-1,4,0.0,2.4,0.0,-0.4,1,-0.4,-1.1
Cn1c(=O)[nH]c(=O)c2c1nc(NC1CCCC1)n2Cc1ccccc1,-2.2,4,44*,32,0.6,2.2,-1.0,-0.9,-4,-0.4,-1.2
O=C(CC1S/C(=N/N=C/c2cccs2)NC1=O)Nc1ccccc1F (stereo not given),0.2,-2,-1,-5,0.0,-0.4,1.6,-0.4,0,-0.5,-1.7
CCc1ccc(N(CC(=O)NCc2ccc3c(c2)OCO3)C(=O)c2csnn2)cc1,0.5,-4,-3,4,1.0,-0.5,-0.3,0.0,-1,-0.5,0.7
COC(=O)NC(=S)Nc1ccc(Oc2ccc(Cl)cc2)c(Cl)c1,-1.2,-3,9,0,-1.2,-3.7,-0.9,-1.1,5,-0.2,-2.2
COCCSc1nnc(-c2cccnc2)n1Cc1ccccc1,2.1,-3,2,3,-0.3,x,x,-1.4,-2,0.1,-0.3
COc1ccc(S(=O)(=O)N2CCCCCC2)cc1C(=O)Nc1ccc(C(=O)N(C)C)cc1,-0.8,-1,4,-6,-1.0,0.8,-0.9,-0.8,0,0.1,-0.2
Cc1cccc(OCC(=O)Nc2ccncc2)c1C,-1.8,-4,0,-3,-1.4,1.1,-4.4,-2.1,3,0.5,-4.0
CC(=O)Nc1ccc(S(=O)(=O)Nc2nccc(C)n2)cc1,-1.8,-4,-3,6,-0.1,-1.4,0.8,-1.2,12,-1.1,-0.3
CC(Oc1cccc(Cl)c1)c1ccnc2nc(/N=C/N(C)C)nn12 (stereo not given),0.6,0,3,-1,0.3,2.2,-0.6,-0.5,-2,1.3,1.8
COc1ccc(N2CCN(C(=O)c3ccc(-n4nc(C)cc4C)cc3)CC2)cc1,-1.6,-1,0,1,0.0,1.1,-0.4,-0.9,0,0.2,1.0
COc1cc(/C=N/O)ccc1OCc1ccc([N+](=O)[O-])cc1,20*,3,5,-1,4.6*,6.2,3.7,-0.3,-4,-0.3,4.1
CC1c2[nH]c3ccccc3c2C[C@H]2C(=O)N(CCCN(C)C)CC(=O)N12 (stereo not given in full),0.8,-3,-1,-4,-0.3,1.8,-0.3,-0.7,10,1.6,-0.3
O=C(CN(Cc1ccccc1)C(=O)CCC(=O)Nc1ccccn1)NCCc1ccccc1,2.0,-2,-7,-5,0.6,-2.4,-0.7,-1.3,0,-0.6,0.3
CSCCC(NS(=O)(=O)c1ccccc1F)C(=O)NCC(c1ccco1)N(C)C (stereo not given),-0.1,-1,3,-1,-1.1,-0.5,0.2,-1.1,8,0.1,0.2
CN(Cc1ccccn1)C(=O)c1cc(COc2ccc(F)c(F)c2)on1,6.4,2,3,-4,0.3,5.0,2.4,-0.4,-4,0.0,4.2
CCOc1cc(C(=O)Nc2cc(C)on2)cc(OCC)c1OCC,-1.7,-3,2,1,-0.9,-1.7,-1.6,-1.1,4,0.7,-2.1
Cn1c(=O)c2c(nc(CN3CCN(c4ccccc4)CC3)n2CCc2ccccc2)n(C)c1=O,-1.8,0,-8,3,-0.2,-1.4,-0.7,-1.5,-2,-0.4,-2.0
O=C(CCNC(=O)c1ccccc1Cl)Nc1cc(S(=O)(=O)N2CCOCC2)ccc1N1CCCC1,-3.2,-1,1,0,0.1,1.7,-0.5,-0.2,8,0.7,-1.4
COc1ccc(OCC(=O)Nc2cccc(S(=O)(=O)N(C)c3ccccc3)c2)c([N+](=O)[O-])c1,0.9,1,-6,-9,1.2,0.6,-0.4,-1.1,-2,0.6,0.2
CC(C)Oc1ccc(-c2cc(C(=O)NCCN3CCOCC3)c3ccccc3n2)cc1,3.4,-3,6,-1,-0.2,2.9,-0.9,-0.6,-6,1.7,4.3
COc1ccccc1/C=C/C(=O)NCC(=O)N=Nc1c(O)[nH]c2ccccc12,-0.3,-3,2,-4,-1.4,-2.7,-0.7,-1.0,-6,0.1,-1.8
CCOC(=O)c1cc(C#N)c(SCC(=O)OC)[nH]c1=O,2.0,0,-4,-5,0.4,-0.8,0.0,-2.0,3,-0.3,1.1
CC(=C/c1ccc(C(C)C)cc1)/C=N/NC(=O)CSc1ccccn1,7.7,3,-2,0,0.4,5.0,-0.2,-1.0,-15,0.0,2.4

# Further entries follow.
SMILES,hgDAF12 agonist,SMARCA2 activ,GC-A act,NPR2 activator,DAX1 inh-1,GAA850 FXN act,DAX1 inh-2,ssDAF12 agonist,sPLA2-III inh,KLK7 zymogen act,hcDAF-12 act
COc1ccc(-n2c(SCC(=O)C(C)(C)C)nc3c(sc(=S)n3-c3ccccc3)c2=O)c(OC)c1,-3.7,-2,2,0,-1.1,-2.2,-1.5,-1.7,-15,0.2,-1.8
Cn1cnnc1SC1CCCCC1NS(=O)(=O)c1ccccc1 (stereo not given),1.0,3,3,1,0.0,-1.9,3.2,-1.1,1,0.3,-0.7
COC(=O)c1nc2ccccc2s1,1.8,2,5,-1,0.5,-0.9,-0.2,0.4,1,0.2,2.3
CCCc1cc2c(=O)c(-c3ccc4c(c3)OCCO4)coc2cc1OS(C)(=O)=O,7.5,5,6,0,1.4,4.5,0.3,-0.2,-2,-0.4,4.0
Cc1csc(NC(=O)CN2C(=O)COc3ccc(Cl)cc32)n1,-1.0,0,1,2,-0.1,1.2,0.1,-1.1,-3,-0.3,-2.4
O=C(O)c1ccccc1NCc1ccsc1,2.1,0,2,1,-0.4,-0.6,0.7,-0.9,-1,4.0,-1.4
COc1cccc(-c2nnc(NC(=O)c3ccc(S(=O)(=O)N4CC(C)OC(C)C4)cc3)o2)c1 (stereo not given),0.8,-4,-1,1,-1.1,0.4,0.2,-1.2,-3,0.2,0.6
CN(Cc1ccco1)C(=O)C1CCC(=O)N1Cc1ccc(F)cc1 (stereo not given),3.9,0,-1,4,-0.1,2.8,-0.1,-0.3,2,-0.6,-0.6

# Screens (PubChem BioAssay)
